Bfl-1 Bim block: inhibitors of Bim-Bfl-1 interaction, human | inhibition, % at 10 µM | Bead-based flow cytometry, Bim-Bfl-1 binding inhibition | actives 0.12% (n = 190,000) | Q16548;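 also: 0% = wells without compound plus tracer and 100% = blocker peptide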
Avidin fluor: compound fluoresces at 488/530 nm on avidin beads; compound fluorescence 488/530 nm, flow cytometry; active compounds read high; fluorescence (KMESF) at 10 µM; AID 1775; actives 0.38% (n = 220,000); in the data active = fluorescence above about 47; also: inactives centre near 10
ABCB1 block: blocks JC-1 efflux by human ABCB1 transporter; P08183; CCRF-Adr cells, flow cytometry; inhibition, % at 6.6 µM; actives 0.067% (n = 190,000); in the data active = inhibition above about 40%;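 also: 0% = vehicle and 100% = reference inhibitor; higher value means more JC-1 retained so stronger ABCB1 efflux block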
Target sequence (P08183 whole entry, looked up): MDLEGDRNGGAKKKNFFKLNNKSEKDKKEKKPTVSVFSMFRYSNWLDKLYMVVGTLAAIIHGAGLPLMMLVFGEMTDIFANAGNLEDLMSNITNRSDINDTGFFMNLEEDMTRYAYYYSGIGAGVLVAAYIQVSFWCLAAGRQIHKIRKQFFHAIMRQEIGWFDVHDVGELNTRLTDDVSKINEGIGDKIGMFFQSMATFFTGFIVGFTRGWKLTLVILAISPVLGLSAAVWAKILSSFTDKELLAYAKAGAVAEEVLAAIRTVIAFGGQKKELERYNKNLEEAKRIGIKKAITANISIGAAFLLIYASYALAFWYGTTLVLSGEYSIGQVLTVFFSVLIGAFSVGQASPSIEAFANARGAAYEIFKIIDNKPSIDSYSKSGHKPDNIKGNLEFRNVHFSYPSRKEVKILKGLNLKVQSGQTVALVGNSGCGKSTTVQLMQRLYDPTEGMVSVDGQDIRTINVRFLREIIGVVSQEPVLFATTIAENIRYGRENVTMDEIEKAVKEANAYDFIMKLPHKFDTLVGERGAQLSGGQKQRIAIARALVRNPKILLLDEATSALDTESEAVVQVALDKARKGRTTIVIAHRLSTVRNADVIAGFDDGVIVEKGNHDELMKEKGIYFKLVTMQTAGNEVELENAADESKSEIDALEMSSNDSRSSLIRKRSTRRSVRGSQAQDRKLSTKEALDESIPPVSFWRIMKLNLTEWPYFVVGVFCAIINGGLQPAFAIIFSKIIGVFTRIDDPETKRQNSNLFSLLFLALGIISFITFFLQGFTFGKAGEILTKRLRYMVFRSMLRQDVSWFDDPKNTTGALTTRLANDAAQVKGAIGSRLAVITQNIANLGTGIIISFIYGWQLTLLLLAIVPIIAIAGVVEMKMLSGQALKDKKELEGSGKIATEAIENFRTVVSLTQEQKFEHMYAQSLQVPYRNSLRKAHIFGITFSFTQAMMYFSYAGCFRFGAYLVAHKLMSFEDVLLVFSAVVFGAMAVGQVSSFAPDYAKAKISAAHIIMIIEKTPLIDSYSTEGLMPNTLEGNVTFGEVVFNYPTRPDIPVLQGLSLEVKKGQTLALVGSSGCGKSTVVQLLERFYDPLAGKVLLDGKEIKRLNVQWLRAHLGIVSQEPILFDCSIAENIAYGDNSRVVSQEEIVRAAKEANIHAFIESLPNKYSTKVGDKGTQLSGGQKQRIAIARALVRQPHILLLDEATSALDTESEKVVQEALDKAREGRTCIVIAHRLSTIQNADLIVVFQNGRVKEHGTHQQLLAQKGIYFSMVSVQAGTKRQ
Bcl-XL Bim block: inhibitors of Bim-Bcl-XL interaction, human; Bim peptide-Bcl-XL binding, bead flow cytometry, fluorescence; actives 0.04% (n = 190,000); Q07817; inhibition, % at 10 µM
Bim-Bcl-2: human Bim-Bcl-2 interaction inhibition; inhibition, % at 10 µM; actives 0.06% (n = 190,000); Bead-based flow cytometry, Bim peptide-Bcl-2 binding; in the data active = inhibition above about 40%; inconclusive = no clear call, values can overlap the other calls;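 also: 0% = no compound wells with probe peptide and 100% = reference peptide inhibitor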
Bcl-W Bim block: inhibitors of Bim-Bcl-W interaction, human; inhibition, % at 10 µM; bead-based flow cytometry, Bim peptide-Bcl-W binding; actives 0.02% (n = 190,000);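 also: 0% = bound tracer without compound and 100% = peptide blocker; higher means less fluorescent Bim peptide bound to Bcl-W beads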
GSH fluor: GSH bead compound fluorescence profile. GSH beads flow cytometry, compound fluorescence 488/530 nm; active compounds read high. fluorescence (KMESF) at 10 µM. actives 0.25% (n = 190,000). AID 1776; in the data active = fluorescence above about 89;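 also: glutathione beads carrying GST-tagged Bcl family fusion proteins plus one bare bead set; values are compound well signal with DMSO vehicle wells as background; inactives centre near 16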
RGS7-Gao: regulators of human RGS7-Galphao interaction | binding response (% of control), % at 10 µM | AID 1439 | Multiplexed bead flow cytometry, RGS7-Galphao binding; actives lie on both sides | actives 0.35% (n = 220,000); in the data active = binding response below about 49% or above about 150%; inconclusive = no clear call, values can overlap the other calls; inactive = in between;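 also: fluorescent Galphao held in activated GDP-AlF4 state binding bead-coupled RGS7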
ABCG2 inh: inhibitors of human ABCG2 transporter, ABCB1 counter-screen. IgMXP3 cells, JC-1 efflux, flow cytometry. inhibition, % at 6.6 µM. actives 0.1% (n = 190,000). AID 1325;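 active = inhibition above 80%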;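 also: 0% = DMSO and 100% = nicardipine control wells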
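Test system: IgMXP3 (ABCG2) plus far-red-tagged CCRF-Adr (ABCB1) cells. Reagent: JC-1 dye as substrate. Timing: 10 min exposure at 25 °C with rotation, no wash. Measured by: flow cytometric JC-1 green MFI at 530 nm. Read-out: percent efflux inhibition, scaled nicardipine 100% to DMSO 0%. Control set: nicardipine and DMSO wells.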
Bim-Bcl-B: disrupts Bim peptide binding to human Bcl-B; Q9HD36; bead-based flow cytometry; inhibition, % at 10 µM; actives 0.073% (n = 190,000); AID 951;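 also: 0% = tracer peptide without compound and 100% = reference inhibitor peptide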
RGS4-Gao reg: modulates binding of RGS4 to human Galphao; Multiplexed bead flow cytometry; actives lie on both sides; actives 0.33% (n = 220,000); binding response (% of control), % at 10 µM; in the data active = binding response below about 49% or above about 150%; inactive = in between;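 also: fluorescent Galphao activated with aluminum fluoride binding bead-coupled RGS4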
The depositor's hits bear a star; ? = inconclusive; / = no result given; [ ] = dose if it differs, or a comment. Rule as the data show it, unless noted: active = inhibition above about 40%. Random draw from the library; overall some 1.3% were active at least once.

Order of values – Bfl-1 Bim block	Avidin fluor	ABCB1 block	Bcl-XL Bim block	Bim-Bcl-2	Bcl-W Bim block	GSH fluor	RGS7-Gao	ABCG2 inh	Bim-Bcl-B	RGS4-Gao reg
> COc1ccc(CSCCc2n[nH]c(=S)n2-c2ccccc2)cc1
 : 2	9	0.2	0	0	1	25	100	0	-15	101
> CC(C)n1nc(C(=O)NCCc2ccc(S(N)(=O)=O)cc2)c2ccccc2c1=O
 : -7	9	-0.1	4	-4	-1	49	104	1	-6	98
> Cc1ccccc1-n1c(=O)cc(N2CCC3(CC2)OCCO3)[nH]c1=O
 : -9	20	-0.5	-7	-1	-4	18	95	-1	-5	99
> Cc1ccc(S(=O)(=O)N2CCN(S(=O)(=O)N3CCCCC3)CC2)c(C)c1
 : -17	18	2.3	-6	-5	-2	30	106	4	-5	107
> COc1ccc(NC(=O)COc2cccnc2[N+](=O)[O-])cc1OC
 : -6	26	0.1	0	-5	-1	10	108	8	-3	106
> CCC(C(=O)NC(C)(C)C)N(Cc1ccco1)C(=O)Cn1nnc(-c2ccc(F)cc2)n1 (stereo not given)
 : -7	12	1.4	0	-3	0	20	104	2	-2	102
> CN(c1ccccc1)S(=O)(=O)c1cccc(NC(=O)c2cc(=O)c3ccccc3o2)c1
 : -4	5	0.5	-1	1	0	10	97	0	-2	99
> COC(=O)c1ccc(N2Cc3ccccc3/C2=N\C(=O)Nc2ccccc2)cc1
 : -10	13	1.2	-7	-6	-7	16	89	3	-11	92
> O=c1c(-c2nn[nH]n2)coc2ccc(Cl)cc12
 : -5	12	1.1	-2	-3	-2	15	99	5	-3	104
> O=C(Cc1ccccc1)NCc1n[nH]c(=S)n1-c1ccccc1
 : 0	6	-0.4	0	-2	0	14	104	0	-15	94
> N#Cc1ccc(OCC(O)CS(=O)(=O)c2ccccc2)cc1 (stereo not given)
 : -4	6	0.4	0	0	0	11	98	1	2	101
> COc1ccc(-c2nc3n(c2Br)CCC3)cc1
 : -2	8	1.4	-4	-1	-1	18	103	10	-1	101
> O/N=C1/CCc2cccc3cccc1c23
 : -4	10	0.4	-4	0	-4	15	99	1	-5	97
> CC(C)[C@H](NC(=O)NCCc1ccc(F)cc1)C(=O)O
 : 2	13	-0.1	3	-2	7	14	96	0	2	101
> CC(C)NC(=O)/C(C#N)=C/c1cccc(NC(=O)c2ccccc2Cl)c1
 : -6	14	2.4	-8	-7	-8	6	101	44	-11	99
> O=C(COc1ccc([N+](=O)[O-])cc1)Nc1ccncc1
 : 5	9	0.3	5	0	3	9	101	26	5	95
> CCOC(=O)c1cn(-c2ccccc2CO)c2c(F)c(F)c(F)cc2c1=O
 : 0	9	1.0	0	0	0	6	98	4	0	91
> O=C(c1cc2c(s1)-c1ccccc1S(=O)(=O)C2)N1CCN(Cc2ccccc2)CC1
 : -10	151*	-1.8	-1	-7	3	19	276*[activator]	-1	-5	132
> Cc1c(NC(=O)/C(C#N)=C/c2ccc(-c3cc(Cl)ccc3Cl)o2)c(=O)n(-c2ccccc2)n1C
 : 0	10	0.5	13	0	3	8	99	8	3	101
> CCC(=O)c1ccc(CCCCCC(=O)O)s1
 : -1	8	-0.2	1	-1	-1	22	105	0	0	109
> Cc1ccc(Oc2ccc3c(c2)C(=O)N(c2ccc(S(=O)(=O)Nc4nccs4)cc2)C3=O)cc1
 : -5	6	-0.5	-7	-11	-6	18	97	-2	-11	93
> CCCCC(=O)Nc1ccc(C(=O)N2CCN(c3ccccc3OC)CC2)cc1
 : -11	16	0.9	-2	-5	2	32	102	3	-4	102
> CNC(=O)NC(=O)CSc1nnc(-c2ccc(F)cc2)n1CC1CCCO1 (stereo not given)
 : -4	10	0.2	-3	0	-5	11	100	0	-3	98
> O=C(NC(=S)Nc1ccccc1N1CCOCC1)c1cccs1
 : -1	14	-0.5	-1	1	0	23	107	-3	-4	110
> CC(=O)c1cccc(S(=O)(=O)NCCC(=O)O)c1
 : -4	8	0.2	-3	-2	-1	15	?	0	-4	101
> CCOC(=O)C1=C(O)/C(=C/c2cn(CC(=O)N3CCCC3)c3ccccc23)SC1=Nc1ccccc1
 : 3	6	0.6	2	0	3	14	98	0	-5	92
> O=C(Nc1ccnc(-c2ccncc2)n1)c1ccc(F)cc1
 : 0	10	0.5	1	0	3	14	97	8	-2	100
> Cc1ccnc2nc(C(=O)OCC(=O)NC(=O)NCc3ccco3)nn12
 : -4	10	0.1	0	-2	0	17	?	2	-1	95
> Fc1ccc(NC(=S)NCCN2CCOCC2)c(F)c1F
 : 5	11	1.1	-2	0	-4	10	114	6	-4	102
> O=C(O)CSc1cccc2cccc(C(=O)O)c12
 : -8	6	1.0	-5	-7	0	14	100	2	-3	100
> Cc1ccc2nc(Cl)c(CN(C(=O)c3cnccn3)C3CCCCC3)cc2c1
 : 0	5	0.1	-1	1	0	23	108	0	0	107
> Cc1cc(N)n2nc(C)c(-c3ccc(Cl)cc3)c2n1
 : -7	18	0.8	0	-8	-3	13	104	4	-4	100
> Brc1cccc(/C=N/Nc2nc(N3CCCCC3)nc(N3CCCCC3)n2)c1
 : -2	7	-1.3	1	-3	3	15	106	-2	-7	104
> CN(C)C(CNS(=O)(=O)c1ccc(F)cc1)c1cccnc1 (stereo not given)
 : -8	8	0.2	-2	-8	2	26	103	0	-7	101
> Cn1nc([N+](=O)[O-])nc1Oc1ccccc1F
 : -7	11	2.6	-4	-6	-3	10	102	13	-4	102
> COc1cc(C2NC(=O)NC(C)=C2C(=O)OCc2ccccc2)ccc1O (stereo not given)
 : 5	17	0.0	2	-1	3	8	107	-1	3	106
> COC(=O)c1nc(-c2ccccc2)n[nH]1
 : -11	12	0.3	-3	-8	0	12	102	5	-7	102
> COc1cccc(C2NC(=O)NC(O)(C(F)(F)F)C2C(=O)c2cccnc2)c1OC (stereo not given)
 : -1	23	-0.2	-3	0	1	11	99	0	0	100
> COc1ccc(OC(C)C(=O)NCc2cccnc2)cc1 (stereo not given)
 : -10	7	0.6	2	-9	3	45	96	2	-8	103
> CC1(C)C(=O)OC(c2cccc([N+](=O)[O-])c2)C2(CCCCC2)C1=O (stereo not given)
 : -4	12	1.8	-3	-5	0	11	?	3	-1	94
> COc1ccc(C(=O)N2CC(=O)N(CCc3ccccc3)C(=O)C2)cc1OC
 : 2	19	0.2	0	3	2	6	94	3	1	98
> CC1CC(=O)c2cnc(N3CCOCC3)nc2C1 (stereo not given)
 : -15	11	-0.9	-8	-9	0	36	97	44	-7	99
> COc1ccc(-c2noc(CCC(=O)NCc3cc(Br)ccc3OC)n2)cc1
 : -2	40	1.0	-2	2	-2	14	101	8	-1	105
> Cc1ccccc1Nc1nc2nonc2nc1N1CCOCC1
 : -11	14	1.1	-8	-4	-5	9	102	2	-6	106
> O=C(NC1CCCCC1)C(c1ccccc1)N1CCCC1 (stereo not given)
 : -12	6	0.5	-16	-8	-3	31	96	1	-5	99
> Cc1noc(C)c1S(=O)(=O)N1CCC(C(=O)N2CCC(C)CC2)CC1
 : 0	17	0.1	0	2	0	17	101	1	1	101
> Cc1cc(C)cc(NC(=O)C2CCN(S(=O)(=O)c3c(C)n[nH]c3C)CC2)c1
 : -1	21	0.2	-3	0	-1	19	106	5	-3	106
> COc1ccc(Br)cc1CSC(=N)N
 : 3	8	0.9	-5	0	-2	10	103	9	1	99
> COc1cccc(C(=O)N[C@@H](CCSC)c2nc3ccccc3[nH]2)c1
 : 0	/	-0.8	-1	-3	-2	13	100	0	-1	95
> O=C(Nn1nnnc1Nc1ccccc1)C12CC3CC(CC(C3)C1)C2
 : -10	7	0.1	1	-9	-1	33	100	0	-10	102
> Cc1ccc(CNS(=O)(=O)c2ccc3oc(C(=O)O)c(C)c3c2)cc1
 : 1	25	0.4	0	-3	0	17	110	1	-1	103
> Clc1ncc(CN2CCN(Cc3ccccc3)CC2)s1
 : -2	35	0.6	-2	-4	0	15	101	7	-4	102
> COc1ccc(NC(=O)C2CCCN(C)C2)cc1OCC(C)C (stereo not given)
 : 0	6	0.1	-3	6	-4	16	100	1	-3	106
> COc1ccc(CSCC(=O)N/N=C/c2ccc(OCC(=O)NCc3ccco3)cc2)cc1
 : 0	33	0.3	-1	-2	-1	18	93	2	-4	91
> CCCCOC(=O)CSC(=S)N(C)Cc1cccs1
 : -2	2	0.0	-7	-1	-3	6	103	2	-7	100
> COc1ccc(Cc2nnc(NC(=O)c3ccco3)s2)cc1OC
 : -12	8	-1.0	-5	-8	0	14	100	5	-9	96

An excerpt from above in order of their number in Bim-Bcl-B, low to high.
Compound | Bfl-1 Bim block | Avidin fluor | ABCB1 block | Bcl-XL Bim block | Bim-Bcl-2 | Bcl-W Bim block | GSH fluor | RGS7-Gao | Bim-Bcl-B | RGS4-Gao reg
COc1ccc(Cc2nnc(NC(=O)c3ccco3)s2)cc1OC | -12 | 8 | -1.0 | -5 | -8 | 0 | 14 | 100 | -9 | 96
COC(=O)c1nc(-c2ccccc2)n[nH]1 | -11 | 12 | 0.3 | -3 | -8 | 0 | 12 | 102 | -7 | 102
N#Cc1ccc(OCC(O)CS(=O)(=O)c2ccccc2)cc1 (stereo not given) | -4 | 6 | 0.4 | 0 | 0 | 0 | 11 | 98 | 2 | 101

Compound activity (PubChem BioAssay)
